# High-throughput results from PubChem.
# 14-3-3 Bad PPI: disrupts binding of bovine 14-3-3 zeta to phospho-Bad peptide; TR-FRET 14-3-3zeta/Dy647-pBad peptide displacement, 1 h; 220,000 tested, 0.71% active; inhibition, % at 21.7 µM;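 active = inhibition above about 70%, limit read from the data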;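 note: 0% = full 14-3-3 plus peptide FRET controls and 100% = background without 14-3-3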
# EP2 mod: EP2 receptor (human) modulation; P43116; EP2-expressing cells, cAMP HTRF FRET, PGE2 co-stimulation; induction, % at 25 µM; 260,000 tested, 0.83% active; AID 940;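 active = compounds whose cAMP rise, as percent of the full-agonist control response, exceeds 60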;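 note: rat C6 glioma line stably carrying human EP2 under a CMV promoter; the protocol text gives 20 µM as final concentration; 100% = response of wells given 1 µM PGE2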
# L929 necroptosis: blocks zVAD induced death of L929 cells | L929 zVAD necroptosis rescue, ATP luminescence, 24 h; with zVAD 60 µM | viability rescue, % at 10 µM | 220,000 tested, 0.38% active;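 active = activation, scaled between plate controls, above about 75%, limit read from the data; inactive = activation under that limit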;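 note: 0% = zVAD with DMSO and 100% = DMSO alone without zVAD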
# Rad51 HR inh: blocks human Rad51 in homologous recombination; hRad51 DNA strand exchange, fluorescence dequenching; Q06609; inhibition, % at 10 µM; 200,000 tested, 0.085% active; AID 1385;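 active = inhibition above 40% at the single screening dose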;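 note: 0% = DMSO control wells and 100% = blanks with heterologous ssDNA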
#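 Material: human Rad51–ssDNA filaments; Probe or stimulus: labelled 47-mer dsDNA for strand exchange; Doses: single 10 µM dose; Incubation: 37 °C 15-min filament assembly, 30-min compound preincubation, 15-min exchange; Technique: FRET fluorescence dequenching, excitation 485 nm, emission 520 nm; Measure: Fluorescence-based percent inhibition, control- and blank-normalised; Benchmarks: plate control and blank wells.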
# eIF4E 4G PPI: eIF4E/eIF4G interaction inhibition in translation initiation | P63073+Q04637 | TR-FRET eIF4E-eIF4GI(517-606) binding, 2 h | inhibition, % at 21.7 µM | 220,000 tested, 0.37% active | AID 782;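 active = inhibition above about 30%, limit read from the data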;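 note: 0% = full FRET control wells and 100% = background wells lacking eIF4GI fragment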
# PGE2 EP2 inh: inhibitors of human EP2 prostaglandin E2 receptor. C6 glioma cells expressing human EP2, cAMP TR-FRET; cells stimulated with saturating PGE2. inhibition, % at 25 µM. 260,000 tested, 0.52% active;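 active = percent inhibition above 40 after rounding to a whole number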;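 note: rat C6 glioma host cells with rolipram phosphodiesterase inhibitor present; the protocol text gives 20 µM as final concentration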
# Hck-Nef inh: human Hck-Nef kinase inhibition; Recombinant Hck-YEEI plus Nef, Z-Lyte FRET kinase assay; 220,000 tested, 0.68% active; inhibition, % at 20 µM;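 active = Hck-Nef kinase inhibition above about 50%, limit read from the data; inactive = inhibition below that limit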;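 note: 0% = DMSO with Hck plus Nef and 100% = Hck alone without Nef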
# Tb hexokinase: blocks Trypanosoma brucei hexokinase 1 activity; 220,000 tested, 0.11% active; inhibition, % at 10 µM; AID 1430; recombinant TbHK1, G6PDH-coupled NADH A340;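 active = inhibition of 50% or more in the single-dose primary screen; inactive = inhibition below 50%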
# m-calpain inh: inhibitors of pig calpain II; purified calpain II, fluorogenic peptide substrate, 30 min; inhibition, % at 16 µM; 220,000 tested, 0.37% active;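 active = inhibition above about 50%, limit read from the data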
# * = called active by the depositor; / = no result given; [ ] = dose if it differs, or a comment.
cpd | Structure | 14-3-3 Bad PPI | EP2 mod | L929 necroptosis | Rad51 HR inh | eIF4E 4G PPI | PGE2 EP2 inh | Hck-Nef inh | Tb hexokinase | m-calpain inh
1 | Cc1ccc(NC(=O)CC2SC(=NC3CCCCC3)NC2=O)cc1 (stereo not given) | 7.2[fluorescence artefact?] | 20.1 | 1.6 | -1.7 | 0.5 | 11.7 | 1.6 | -1.8 | 6.7
2 | CN(C)/C=C1\N=C(c2ccc3c(c2)OCO3)OC1=O | -10.9 | 19.6 | 0.1 | -4.8 | -5.7 | 9.6 | -8.8 | -54.9 | 35.6
3 | O=c1[nH][nH]c(C(F)(F)F)c1C=Nc1ccc(Cl)cc1 | 37.0 | 35.0 | 0.6 | -6.2 | 2.4 | 11.5 | 0.9 | -2.2 | -10.7
4 | Cc1cccc(NC(=O)c2ccc(-n3cccn3)c([N+](=O)[O-])c2)c1 | 29.2[fluorescence artefact?] | -13.4 | 1.0 | 1.8 | 8.9[fluorescence artefact?] | 19.3 | -2.0 | 1.6 | 25.3
5 | O=C(NC(=S)Nc1ccccc1)c1ccc(Br)o1 | -7.7 | -22.0 | 0.4 | 6.7 | -1.5 | 4.3 | 0.4 | -1.8 | -31.8
6 | CCOC(=O)N1CCN(C(=O)COC(=O)c2cc(Cl)c(O)c(Cl)c2)CC1 | 4.9 | 28.7 | -0.8 | 18.1 | 1.3 | 0.6 | 21.1 | -1.8 | -23.5
7 | Cc1csc(NC(=O)c2cc(C)nc3ccccc23)n1 | 1.6 | -28.7 | 0.0 | 3.3 | -3.9 | 9.1 | 10.6 | -1.2 | 38.1
8 | COc1ccc(NC(=O)c2ccco2)cc1NC(=O)c1cccs1 | -1.7 | 5.9 | 0.0 | -0.2 | -4.6 | 3.7 | 0.1 | -7.5 | 19.8
9 | CCn1cc(C(=O)OCC(=O)N(C)Cc2ccccc2)c(=O)c2ccc(C)nc21 | 19.5 | 17.0 | 2.7 | 2.1 | 13.2 | 7.3 | -21.0 | -6.4 | 17.2
10 | Cc1ccc2[nH]c(=O)c(CN(C)C(=O)c3cccs3)cc2c1 | 1.0 | -3.9 | 10.5 | 9.8 | 1.7 | 4.7 | 21.5 | -8.6 | -40.8
11 | COc1ccc2c(c1)C1NC(=S)N[C@@](C)(O2)C1C(=O)Nc1ccccc1 (stereo not given in full) | -23.5 | -19.6 | 0.1 | 3.4 | 2.0 | 13.2 | -1.9 | 1.3 | 14.9
12 | COc1ccc(NC(=O)c2sc(SCc3ccccc3)nc2N)cc1 | -7.6 | -28.8 | -0.1 | 7.0 | 0.8[fluorescence artefact?] | 17.4 | -1.3 | -3.7 | 24.1
13 | COc1ccc(Nc2nc3c(C)cccc3cc2C#N)cc1 | -7.0 | 25.0 | 1.4 | -9.3 | 5.8 | 1.5 | 22.4 | -13.5 | -47.2
14 | CC(NC(=O)c1ccc(C(C)(C)C)cc1)C(=O)O (stereo not given) | -6.7 | -55.8 | 0.4 | -2.5 | -0.8 | 10.7 | -18.8 | 3.8 | 10.4
15 | CC(C)CNC(=S)NC(=O)c1ccc([N+](=O)[O-])cc1 | 0.3 | 11.2 | -0.1 | / | 1.4 | 15.4 | 0.5 | -0.4 | 22.6
16 | CC(=O)Nc1ccc(S(=O)(=O)N2CCN(C(=O)N3CCOCC3)CC2)cc1 | 1.1 | -7.1 | -1.1 | 14.9 | -2.6 | 19.1 | 6.2 | -7.3 | -16.5
17 | CCN(CC)CCNS(=O)(=O)c1ccc(Cl)cc1 | 12.8 | -8.6 | 0.5 | 3.8 | -9.7 | 10.2 | -0.2 | -3.2 | 11.3
18 | CCNC(=O)N1C(=O)C2(OCCO2)c2ccccc21 | -1.2[fluorescence artefact?] | 12.5 | -0.2 | 0.7 | -6.9[fluorescence artefact?] | 7.5 | 1.0 | -2.2 | 7.7
19 | C=CC[n+]1c(-c2ccccc2)csc1NC(C)(C)C | -2.3 | -4.7 | -0.1 | -4.5 | -2.4 | 9.2 | -6.4 | 1.8 | 10.2
20 | CCOc1ccc(C2N(c3cc(C)on3)C(=O)C3CCCN32)cc1OC (stereo not given) | -1.9[fluorescence artefact?] | 13.3 | -0.5 | -5.9 | 5.0[fluorescence artefact?] | 10.4 | -0.5 | -1.5 | -2.1
21 | CC(=O)Nc1nc(C)c(Oc2cccc(C(F)(F)F)c2)c(=O)[nH]1 | 13.4 | -4.4 | -0.2 | -6.5 | 0.8 | 18.6 | 10.1 | -4.0 | -1.4
22 | COc1ccccc1CNCc1cc(OC)c(OC)cc1OC | 62.2 | -4.6 | -0.5 | 10.5 | -6.9 | 3.0 | -10.0 | -1.3 | 6.2
23 | N=c1c2c3c(sc2ncn1N)CCCCC3 | 3.4 | -35.7 | -1.2 | -3.6 | 5.2 | 4.7 | -6.2 | 2.5 | -6.7
24 | NC(=O)c1ccsc1NC(=O)COC(=O)/C=C/c1ccc([N+](=O)[O-])cc1 | 22.9 | -31.7 | -0.1 | / | -7.9 | 10.3 | 32.4 | -31.0 | 0.2
25 | CC(=O)c1ccccc1OC(=O)CCN1C(=O)C2C3C=CC(C4CC34)C2C1=O (stereo not given) | 1.9 | -22.4 | 0.4 | / | 2.7 | 2.7 | 9.2 | -0.9 | 33.5
26 | O=C1CC(SC2=NCCS2)C(=O)N1c1cccc(Cl)c1Cl (stereo not given) | 6.8 | -53.4 | 1.4 | 10.4 | 1.2 | 4.2 | -1.0 | 2.2 | 8.6
27 | COc1ccc(OC)c(NC(=S)NCc2cccnc2)c1 | -24.3[fluorescence artefact?] | 2.7 | 0.5 | 0.6 | 4.5 | 7.4 | 4.5 | -1.4 | -5.9
28 | COc1ccc(CCNC(=O)Cn2c(=O)n(CCCC(=O)NCc3ccco3)c(=O)c3sccc32)cc1OC | -11.4 | -4.3 | 0.7 | -57.6 | 0.6 | 0.7 | 24.7 | -5.4 | -19.9
29 | CCC(/C=N/Nc1ccc(S(=O)(=O)N2CCCC2)cc1[N+](=O)[O-])CC | -2.3 | 13.5 | 0.3 | 1.6 | 14.4[fluorescence artefact?] | 6.9 | 1.4 | -6.3 | -8.9
30 | Cc1[nH]c(=S)c(C#N)c(C)c1CCC#N | -7.7 | -4.3 | 0.8 | 11.6 | -0.6 | 6.8 | -1.7 | -20.1 | -24.9

# Entries 20–30 from above:
cpd | Structure | 14-3-3 Bad PPI | EP2 mod | L929 necroptosis | Rad51 HR inh | eIF4E 4G PPI | PGE2 EP2 inh | Hck-Nef inh | Tb hexokinase | m-calpain inh
20 | CCOc1ccc(C2N(c3cc(C)on3)C(=O)C3CCCN32)cc1OC (stereo not given) | -1.9[fluorescence artefact?] | 13.3 | -0.5 | -5.9 | 5.0[fluorescence artefact?] | 10.4 | -0.5 | -1.5 | -2.1
21 | CC(=O)Nc1nc(C)c(Oc2cccc(C(F)(F)F)c2)c(=O)[nH]1 | 13.4 | -4.4 | -0.2 | -6.5 | 0.8 | 18.6 | 10.1 | -4.0 | -1.4
22 | COc1ccccc1CNCc1cc(OC)c(OC)cc1OC | 62.2 | -4.6 | -0.5 | 10.5 | -6.9 | 3.0 | -10.0 | -1.3 | 6.2
23 | N=c1c2c3c(sc2ncn1N)CCCCC3 | 3.4 | -35.7 | -1.2 | -3.6 | 5.2 | 4.7 | -6.2 | 2.5 | -6.7
24 | NC(=O)c1ccsc1NC(=O)COC(=O)/C=C/c1ccc([N+](=O)[O-])cc1 | 22.9 | -31.7 | -0.1 | / | -7.9 | 10.3 | 32.4 | -31.0 | 0.2
25 | CC(=O)c1ccccc1OC(=O)CCN1C(=O)C2C3C=CC(C4CC34)C2C1=O (stereo not given) | 1.9 | -22.4 | 0.4 | / | 2.7 | 2.7 | 9.2 | -0.9 | 33.5
26 | O=C1CC(SC2=NCCS2)C(=O)N1c1cccc(Cl)c1Cl (stereo not given) | 6.8 | -53.4 | 1.4 | 10.4 | 1.2 | 4.2 | -1.0 | 2.2 | 8.6
27 | COc1ccc(OC)c(NC(=S)NCc2cccnc2)c1 | -24.3[fluorescence artefact?] | 2.7 | 0.5 | 0.6 | 4.5 | 7.4 | 4.5 | -1.4 | -5.9
28 | COc1ccc(CCNC(=O)Cn2c(=O)n(CCCC(=O)NCc3ccco3)c(=O)c3sccc32)cc1OC | -11.4 | -4.3 | 0.7 | -57.6 | 0.6 | 0.7 | 24.7 | -5.4 | -19.9
29 | CCC(/C=N/Nc1ccc(S(=O)(=O)N2CCCC2)cc1[N+](=O)[O-])CC | -2.3 | 13.5 | 0.3 | 1.6 | 14.4[fluorescence artefact?] | 6.9 | 1.4 | -6.3 | -8.9
30 | Cc1[nH]c(=S)c(C#N)c(C)c1CCC#N | -7.7 | -4.3 | 0.8 | 11.6 | -0.6 | 6.8 | -1.7 | -20.1 | -24.9

# The list goes on:
cpd | Structure | 14-3-3 Bad PPI | EP2 mod | L929 necroptosis | Rad51 HR inh | eIF4E 4G PPI | PGE2 EP2 inh | Hck-Nef inh | Tb hexokinase | m-calpain inh
31 | O=C(COC(=O)C1CC2C=CC1C2)Nc1cccc(S(=O)(=O)N2CCCCCC2)c1 (stereo not given) | 4.3 | -40.9 | 0.6 | / | -0.1[fluorescence artefact?] | 13.2 | 1.6 | 10.3 | 18.5
32 | Cc1cccc(NC(=S)N/N=C2\CC(C)(C)Oc3ccc(O)cc32)c1 | -8.3[fluorescence artefact?] | -4.8 | 16.4 | 2.9 | 0.2 | 5.9 | 4.6 | -3.2 | -22.4
33 | O=S(=O)(/N=C(/c1ccccc1)N1CCCCC1)c1ccccc1 | -2.5 | 28.4 | 0.1 | / | -0.4 | 9.2 | 1.5 | 21.1 | -11.2
34 | Cc1ccccc1NC(=O)CCC(=O)N/N=C/c1ccc(F)cc1 | -11.8 | 11.1 | 1.0 | 6.4 | 0.1 | 5.2 | 6.1 | 0.6 | 8.3
35 | O=C(CCCn1cc([N+](=O)[O-])cn1)NC1CCCCCC1 | 6.4 | -5.2 | -0.2 | 13.7 | 1.1 | 2.4 | 12.3 | 7.0 | 35.0
36 | CCNc1nnc(-c2ccncc2)s1 | 0.2 | 8.7 | -0.3 | 1.4 | 6.0 | 8.4 | -0.8 | -14.6 | -396.5
37 | CCc1ccc(-c2nn(-c3cc(Cl)ccc3[N+](=O)[O-])c(=O)c3ccccc23)cc1 | 1.3 | 52.9 | 1.5 | -1.6 | 5.3 | 9.4 | 0.2 | -3.2 | 17.4
38 | N#C/C(=C\c1ccc(OC(=O)c2ccc(Br)s2)cc1)c1nc2ccccc2[nH]1 | 60.9 | 4.3 | 1.7 | 1.0 | 34.0* | 3.4 | 35.4 | 10.5 | 0.5
39 | CC1CCCN(S(=O)(=O)c2coc(C(N)=O)c2)C1 (stereo not given) | 7.5 | -8.5 | -1.1 | -5.1 | -0.3 | 4.7 | 1.6 | -11.9 | 8.0
40 | COc1ccc(Cl)cc1NC(=S)Nc1ccccc1F | -8.2 | -15.9 | -0.1 | -4.8 | -2.5 | 6.5 | 21.8 | -3.1 | -3.8
41 | COCCCN(CC(=O)O)S(=O)(=O)c1cccc(Cl)c1 | -5.0 | 23.6 | 0.7 | 8.4 | 3.9 | 3.7 | -0.1 | 2.1 | -12.2
42 | CC(NC(=O)Nc1ncccn1)(C(F)(F)F)C(F)(F)F | 8.1 | 3.9 | 1.8 | 4.2 | -0.9 | 8.7 | -0.9 | -5.5 | -17.1
43 | Cc1ccc(C(=O)N/N=C\c2cccn2C)cn1 | -11.4[fluorescence artefact?] | 18.4 | 0.0 | -3.3 | -1.1 | 10.6 | 0.1 | -60.1 | 27.7
44 | Cc1cc(C)c2c(=O)[nH]c(SCc3ccccc3)nc2n1 | -3.4 | -6.8 | 10.5 | -7.2 | 1.7 | 12.5 | 16.9 | -3.0 | -9.7

# These rows are one share of the data (hit frequency here may not be typical).
